# Compound activity deposited in PubChem by several laboratories.
# Yp Topo-I inh: inhibitors of Yersinia pestis topoisomerase I. Y. pestis Topo-I cleavage product accumulation, plate reader. hit rate 0.064% among 360,000. activity, % at 10 µM; in the data active means activity above about 50%, passing the limit was not always enough; inconclusive means no clear call, values can overlap the other calls; further: inactives centre near 2
# Mtb UGM inh: inhibitors of M. tuberculosis UDP-galactopyranose mutase | AID 504406 | purified UGM, fluorescence polarization probe displacement | P9WIQ1 | hit rate 0.06% among 320,000 | inhibition, % at 10 µM; in the data active means inhibition above about 10%, passing the limit was not always enough; inconclusive means no clear call, values can overlap the other calls
# Target sequence (P9WIQ1 whole entry, looked up): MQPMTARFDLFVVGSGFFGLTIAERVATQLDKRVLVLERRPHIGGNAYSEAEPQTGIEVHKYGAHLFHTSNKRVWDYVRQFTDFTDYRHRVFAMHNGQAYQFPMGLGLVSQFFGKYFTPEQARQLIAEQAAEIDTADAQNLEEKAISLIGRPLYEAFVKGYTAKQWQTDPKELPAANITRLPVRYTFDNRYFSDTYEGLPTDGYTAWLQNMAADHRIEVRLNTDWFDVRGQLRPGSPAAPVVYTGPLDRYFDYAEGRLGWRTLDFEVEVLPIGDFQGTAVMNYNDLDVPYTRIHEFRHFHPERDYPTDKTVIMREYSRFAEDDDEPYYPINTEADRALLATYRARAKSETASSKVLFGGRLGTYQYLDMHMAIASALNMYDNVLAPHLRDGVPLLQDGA
# TcdB inh: blocks C. difficile toxin B glycohydrolase activity; AID 652162; TcdB glycohydrolase enzymatic assay, plate reader; inhibition, % at 9.99 µM; P18177; hit rate 0.24% among 350,000; in the data active means inhibition above about 10%
# GDH-TPI inh: GDH-TPI coupled enzyme inhibition counter-screen. GDH-TPI coupled enzyme counterscreen, NADH absorbance. inhibition, % at 4.8 µM. hit rate 1.2% among 360,000. AID 588335; in the data active means inhibition above about 30%;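 further: 0% = DMSO wells and 100% = wells lacking the enzyme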
# PfHsp40 yeast: rescue of PfHsp40-mediated yeast toxicity; S. cerevisiae expressing PfHsp40, growth rescue, ATP luminescence; growth rescue, % at 12.5 µM; hit rate 0.68% among 340,000; in the data active means growth rescue above about 28%, passing the limit was not always enough; inconclusive means no clear call, values can overlap the other calls;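 further: yeast W303a lacking pdr1 and pdr3 grown in galactose medium; growth measured after three days at 30 °C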
# FBA Mtb inh: Mtb fructose-bisphosphate aldolase inhibition; purified M. tuberculosis FBA, fluorescence read-out; inhibition, % at 1 µM; hit rate 2.3% among 360,000; in the data active means inhibition above about 27%;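 further: 0% = vehicle and 100% = reference inhibitor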
# Target sequence (P9WQA3 whole entry, looked up): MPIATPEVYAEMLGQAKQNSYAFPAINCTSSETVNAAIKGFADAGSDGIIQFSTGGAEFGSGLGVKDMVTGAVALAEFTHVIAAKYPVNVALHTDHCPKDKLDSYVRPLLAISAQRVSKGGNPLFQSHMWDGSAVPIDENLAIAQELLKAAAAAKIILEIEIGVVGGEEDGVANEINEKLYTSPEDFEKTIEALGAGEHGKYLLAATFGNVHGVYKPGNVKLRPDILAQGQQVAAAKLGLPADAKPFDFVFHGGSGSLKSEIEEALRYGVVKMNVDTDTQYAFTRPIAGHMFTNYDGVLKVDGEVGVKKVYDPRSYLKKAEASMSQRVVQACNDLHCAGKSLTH
# FadD28 binding: inhibitors of Mycobacterium tuberculosis FadD28 bisubstrate binding; hit rate 0.22% among 360,000; AID 588549; inhibition, % at 12.5 µM; FadD28 bisubstrate probe binding, fluorescence polarization; in the data active means inhibition above about 8.5%, passing the limit was not always enough; inconclusive means no clear call, values can overlap the other calls
# BioA inh: blocks M. tuberculosis BioA enzyme activity; purified M. tuberculosis BioA enzyme, plate reader; inhibition, % at 9.99 µM; hit rate 0.096% among 360,000; in the data active means inhibition above about 40%; inconclusive means no clear call, values can overlap the other calls
# BH1578 lux ind: quorum light induction in luxS cqsA deficient V. cholerae; V. cholerae BH1578 lux reporter, luminescence, 6 h; activation, % at 18.7 µM; hit rate 0.16% among 350,000; AID 588436; in the data active means activation mostly above about 9.7%, no sharp cut-off; inconclusive means no clear call, values can overlap the other calls; inactive means mostly below about 3.7%; further: not every result past the cut was called active; inactives centre near 0; reference of the scale not given here
# Numbers without * were called inactive; i = inactive; ? = inconclusive; . = no result given; & = joins results of further samples.
smiles	BioA inh	FBA Mtb inh	GDH-TPI inh	Mtb UGM inh	TcdB inh	BH1578 lux ind	PfHsp40 yeast	Yp Topo-I inh	FadD28 binding
CNC(=O)c1ccc(CN(C)CC(=O)Nc2ccccc2C(=O)NC2CC2)cc1	-1.4	0	8	-1.8	2.5	-1.1	-3.0	-2	-3.4
COCC(C)n1c(C)cc(C(=O)CSc2cc(C)c3ccccc3n2)c1C (configuration not stated)	.	-2	18	-0.1	.	-0.3	0.7	39	7.6
CC(C)CCn1cnc2c([nH]c3cccc(Cl)c32)c1=O	3.7	6	24	0.7	.	-0.6	0.2	2	-2.9
CCO[C@@H]1OC(C(=O)NC2CC2)=C[C@H](C)[C@H]1CCCO	0.1	0	5	-0.9	-0.3	i	0.5	0	-1.3
C/C(=N\NC(=O)c1cccnc1)c1cc2ccccc2o1	.	2	14	-2.9	-0.6	-0.2	-0.5	4	-2.4
CC(C)(C)OC(=O)C[C@@H]1C/C=C\C[C@H](CC(=O)NCCO)C(=O)NC[C@H](c2ccccc2)OC1=O	-0.3	2	0	-3.4	0.6	i	-0.1	16	1.3
CCOc1cc(/C=N/NC(=O)COc2ccc(C)cc2)ccc1OC(=O)c1cccs1	-1.5	-3	6	0.9	.	-3.2	3.5	13	-4.8
CCCN1CCN(CCCNC(=O)c2cc3c(=O)[nH]c4ccccc4c3s2)CC1	-1.4	47*	5	1.5	1.3	-0.6	0.3	-3	-2.3
COc1cc2c(=O)n(CCCC(=O)NCC3CCCO3)c(=O)n(CC(=O)c3ccc(F)cc3)c2cc1OC (configuration not stated)	.	-2	7	-1.1	0.5	i	-0.1	4	-4.2
Cc1ccc(CS(=O)Cc2ccc(C(=O)N3CCN(c4cccc(C)c4C)CC3)o2)cc1 (configuration not stated)	.	0	-1	.	-0.3	3.1	.	23	-1.2
CCOc1ccccc1C1CC(=O)Nc2cc(C)c(C)cc21 (configuration not stated)	-0.6	-1	-1	-0.8	0.9	i	-1.1	17	-4.7
CCOc1ccc(CN2CCNC(=O)C2CC(=O)N(C)C2CCCCC2)cc1 (configuration not stated)	-0.2	-2	-4	0.7	-0.9	i	0.2	20	0.9
COC(=O)[C@H](CC(C)C)NC(=O)N1CCC(C)CC1	.	2	12	-1.2	0.7	-0.3	1.0	-1	-0.7
Cc1ccc(-c2cc(Cc3ccc(N(C)C)cc3)c(=O)[nH]n2)cc1	-1.0	-1	-4	1.7	0.5	i	-0.9	9	-1.1
COc1ccc(-c2ccc(CN3C(CC(C)C)C(=O)N(Cc4cn(CC5CCCCC5)nn4)CCS3(=O)=O)cc2)cc1 (configuration not stated)	.	-2	8	.	-2.2	-0.5	.	19	-1.2
CC1(C(=O)O)CCCN(C(=O)c2cc3ccccc3s2)C1 (configuration not stated)	-2.1	-3	7	.	0.3	i	.	6	0.5
Cc1cccc(C(=O)Nc2ccc3c(c2)ncn3C)c1	2.7	2	13	1.0	-0.7	-0.3	1.9	1	-0.1
COC(=O)N1[C@H](Cc2ccccc2)C=C[C@]1(C)C(=O)NCc1ccccn1	-2.3	3	-3	0.3	.	i	-1.3	-4	-0.3
CC(OC(=O)CNC(=O)c1ccc(F)cc1)C(=O)Nc1ccc(S(=O)(=O)N2CCOCC2)cc1 (configuration not stated)	.	1	-4	.	1.0	2.7	-0.9	1	-1.3
Cc1cc(C)n2nc(C(=O)NCc3ccccc3)nc2n1	0.4	0	-4	0.7	.	.	0.9	0	1.6

# The final four compounds of the section before are carried over, then new ones follow:
smiles	BioA inh	FBA Mtb inh	GDH-TPI inh	Mtb UGM inh	TcdB inh	BH1578 lux ind	PfHsp40 yeast	Yp Topo-I inh	FadD28 binding
Cc1cccc(C(=O)Nc2ccc3c(c2)ncn3C)c1	2.7	2	13	1.0	-0.7	-0.3	1.9	1	-0.1
COC(=O)N1[C@H](Cc2ccccc2)C=C[C@]1(C)C(=O)NCc1ccccn1	-2.3	3	-3	0.3	.	i	-1.3	-4	-0.3
CC(OC(=O)CNC(=O)c1ccc(F)cc1)C(=O)Nc1ccc(S(=O)(=O)N2CCOCC2)cc1 (configuration not stated)	.	1	-4	.	1.0	2.7	-0.9	1	-1.3
Cc1cc(C)n2nc(C(=O)NCc3ccccc3)nc2n1	0.4	0	-4	0.7	.	.	0.9	0	1.6
O=C(CCSc1ccccc1)Nc1ccccc1Br	0.3	-4	4	-0.6	-1.6	-0.3	0.6	16	-2.7
O=C(C1=C(O)C(=O)N(CCc2ccccc2)C1c1cccnc1)c1ccco1 (configuration not stated)	-5.2	3	28	-1.6	.	7.1	-1.2	6	-2.5
COc1ccc(-n2sc3ccccc3c2=O)cc1	-2.8	3	14	.	-2.2	-0.2	.	-5	-2.9
Nc1nnc(N)c2ccccc12	.	3	1	1.1	0.4	-0.3	-0.3	-13	-3.7
CC(C)C(Cl)=NOC(=O)Nc1ccc(F)cc1	.	0	-1	.	3.2	-5.6	3.5	3	-4.9
O=C(O)c1ccc(S(=O)(=O)NCc2cccnc2)cc1	-0.9	1	-4	2.8	0.3	i	-0.4	-1	0.0
O=C(NC(Cc1c[nH]c2ccccc12)C(=O)N1CCOCC1)c1cccs1 (configuration not stated)	-0.5	0	-1	3.3	1.2	i	0.4	1	0.8
Cc1nn(-c2ccccc2)c(Cl)c1/C=N/NC(=O)c1cccnc1	.	0	9	2.4	-0.1	-0.1	-1.1	-10	?
O=C1COc2ccc(C(=O)COC(=O)Cc3c(F)cccc3Cl)cc2N1	1.8	10	11	.	2.3	-6.2	0.6	17	-2.4
Cn1c(C(C(=O)NCC2CCCO2)N(CCc2ccccc2)C(=O)Cn2nnc3ccccc32)nc2ccccc21 (configuration not stated)	2.1	-2	15	-1.5	0.9	-0.2	-1.8	21	1.2
CC1(CCc2ccccc2)NC(=O)N(CC(=O)N2CC(=O)Nc3ccccc32)C1=O (configuration not stated)	.	3	1	-0.3	1.1	i	-1.2	-1	-3.9
NC(=O)c1cc(C(=O)Cc2ccccc2)c[nH]1	-2.4	6	6	1.0	0.6	0.7	-2.6	0	-1.1
CCC(=O)NC(=S)Nc1ccc(NC(=O)c2ccco2)cc1	.	0	-2	-0.8	1.2	-0.1	-1.2	-10	-2.2
COC(=O)CCCN1C(=O)c2cccc3cccc(c23)C1=O	0.6	35*	7	0.9	0.5	-0.9	0.5	-10	-2.7
Cc1cc(C)c(C)c(S(=O)(=O)NNC(=O)c2cccc(S(=O)(=O)N3CCOCC3)c2)c1C	2.6	0	5	0.7	.	-0.3	-0.7	17	-3.0
CC1(C)CC(=O)C(C=NCCc2ccc(S(N)(=O)=O)cc2)=C(O)C1	-0.2	1	3	-1.9	.	14	0.7	3	-0.9
Cc1ccccc1/C=C/C1=NCCN1	0.2	2	-1	0.9	0.4	i	-0.2	-1	-1.0
O=C(CSc1nnc(CNC(=O)c2ccccc2)o1)c1ccccc1	0.0	0	12	3.4	-0.1	-0.7	-1.1	0	-1.2
COc1cc(C(=O)NCC(=O)N/N=C/c2ccccn2)cc(OC)c1OC	.	1	9	-1.2	-0.2	-0.2	-0.1	1	0.5
Cc1ccc2sc(C)[n+](CCCS(=O)(=O)[O-])c2c1	.	1	10	-0.2	0.0	-0.4	-0.7	1	0.4
Cc1cc(C)c(S(=O)(=O)c2c(C)cccc2C)c(OCC(C)C)n1	1.2	1	1	2.2	.	i	1.3	46	-2.7
CCCCn1nnc(NC(=O)CC23CC4CC(CC(C4)C2)C3)n1	0.6	-1	-8	-0.6	.	i	1.6	-4	-2.7
Cc1ccc(NC(=O)CS(=O)CC(=O)N(C2CCCC2)C(C)C(=O)NC2CCCCC2)cc1 (configuration not stated)	-0.6	3	2	0.9	.	2.0	-0.7	24	0.8
COC(=O)c1nn(-c2ccccc2)c(Sc2ccc(OC)cc2)c1/C=N/O	2.8	0	4	1.4	.	i	1.2	14	-2.7
Cc1cccc(NC(=O)CSc2nnc(CCC(=O)Nc3ccc(C)c(Cl)c3)n2C)c1	.	3	16	0.0	.	-1.7	-2.8	-4	-1.7
Cc1cc(O)c(C=Nc2ccc(Cl)cn2)c(=O)o1	-2.6	2	-3	2.7	.	i	-0.6	3	0.6
COc1ccc(-c2c(-c3cc(OC)c(OC)c(OC)c3)noc2C)cn1	7.6	0	-9	2.2	.	-0.3	1.5	12	-1.2
CCOP(=O)(C#CC(C)(C)C)C(O)(c1ccccc1)C(F)(F)F (configuration not stated)	1.7	1	-1	2.1	.	-0.7	0.8	19	-1.0
CC(C)c1ccc(NC(=O)COC(=O)c2c[nH]c(=O)[nH]c2=O)cc1	-0.8	1	11	-2.5	0.3	-0.5	-0.5	6	-0.8
CS(=O)(=O)Nc1ccc(S(=O)(=O)Nc2nccs2)cc1	-2.5	2	-1	-0.9	.	i	0.2	-8	0.3
COc1ccc(C(=O)COC(=O)c2cccnc2Cl)c(OC)c1	.	-5	19	-1.8	1.3	-0.4	-0.2	-12	-8.6
O=C(CSc1nnc(-c2ccncc2)n1-c1ccc(Cl)cc1)N1CCOCC1	11	0	-3	0.9	.	i	0.0	-10	-2.0
Cc1ccc(S(=O)(=O)N(CC#N)CC#N)cc1	0.1	-3	-1	1.3	1.3	-0.8	-0.3	-1	-0.3
CN1CCN(/C=N/c2c(C#N)cnn2Cc2ccccc2)CC1	2.0	1	-2	0.1	.	-2.1	0.5	-1	-2.3
Oc1oc(-c2ccccc2Br)nc1/C=N/c1ccccn1	.	4	16	3.0	1.6	-0.3	-0.7	-5	-1.3
O=C(CN1CCc2ccccc21)NC(=O)NCc1ccco1	-1.4	-1	-6	1.8	.	.	0.6	-1	-2.4
COc1ccc(NC(=O)CSc2nc(O)cc(=O)n2-c2ccccc2)cc1	-0.1	0	2	0.0	0.1	0.4	-0.1	8	-1.4
O=C(NC1CCCCCC1)c1c2c(nc3ccccc13)CCN(Cc1ccccc1)C2	.	4	4	-1.4	.	i	1.9	0	-1.3
CCOC(=O)c1cc(N)cc([N+](=O)[O-])c1	.	1	7	-0.7	1.7	i	0.0	-3	1.0
CCOC(=O)CSCC(=O)N1N=C(c2cccs2)CC1c1ccc(F)cc1 (configuration not stated)	.	5	12	0.7	-0.3	-0.3	0.6	35	-3.0
Cc1[nH]c(=S)c(C#N)c(C)c1Cc1ccc(Cl)cc1Cl	-0.9	3	4	-0.2	0.6	i	0.4	2	-1.4
COc1ccc(N(C(=O)CNC(=O)c2ccco2)C(C(=O)NCC2CCCO2)c2ccccc2)c(OC)c1 (configuration not stated)	.	1	6	1.8	-4.7	-0.3	-1.5	-9	0.1
CN(C)C(=O)C(=O)c1cccn1-c1cccc(Cl)c1C#N	.	5	4	-1.2	0.4	-0.6	-0.1	-2	-1.8
O=c1cc(-c2ccccc2)nc(Cc2c(Cl)cccc2Cl)[nH]1	-1.3	2	17	0.8	0.1	-1.2	-0.2	-4	-1.5
CC(=O)Nc1cc2ccccc2oc1=O	.	2	10	-0.2	0.0	-0.2	-0.8	-6	-3.4
CCO[C@H]1OC(C(N)=O)=C[C@@H](C2CCCCC2)[C@@H]1CCCO	-1.8&0.2	0	-9	-0.7	-1.1&0.3	-0.6	-1.9	-4	-2.4
CC(C)n1ncc2c(C(=O)Nc3ccccc3SCC(N)=O)cc(C3CC3)nc21	4.9	-2	9	.	2.7	i	.	19	-2.9
O=C(Nc1cccc(Cl)c1)N1CCN(c2ncccn2)CC1	.	0	-4	0.0	.	-0.7	2.4	1	0.6
COc1cccc(C(C(=O)NC(C)(C)C)N(Cc2ccc(C)cc2)C(=O)CCC(=O)Nc2cc(C)on2)c1OC (configuration not stated)	0.9	-3	-3	0.3	0.9	i	-0.1	27	-7.5
